VLA-4 inh – inhibition in a human VLA-4 binding assay; hit rate 0.2% among 330,000; AID 2557; P13612; inhibition, % (about 7 µM as worked out from the volumes in the protocol); VLA-4 expressing cells, ligand binding flow cytometry; in the data active = inhibition above about 50%
GRK2 aptamer HTS – inhibitors of human GRK2 displacing RNA aptamer; inhibition of aptamer binding, % at 10 µM; P25098; hit rate 0.59% among 330,000; AID 488847; bead flow cytometry, FAM-aptamer displacement from GRK2;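 active = inhibition of aptamer binding above 40%, roughly 3 SD of noise, on plates passing a quality check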;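 also: median bead fluorescence of bound FAM aptamer so fluorescent compounds give negative values; no value below 0 was filed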
AGP1 TOR yeast – yeast TOR pathway AGP1-GFP modulation; S. cerevisiae AGP1-GFP multiplex flow cytometry, 3 h; GFP as percent of DMSO wells; GFP response vs DMSO, % at 10 µM; hit rate 0.02% among 320,000;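 active = GFP response relative to DMSO above a set limit, near screen average plus 3 SD, cut at about 150% in these data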;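 also: median GFP channel fluorescence of the gated AGP1 strain per well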
GLD-1 TGE inh – GLD-1-TGE RNA interaction inhibition (C. elegans) | Q17339 | purified GLD-1 + fluorescein TGE RNA, fluorescence polarization | inhibition, % at 5.96 µM | hit rate 0.44% among 320,000 | AID 2280;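 active = percent inhibition above a per-plate cutoff, the plate mean of test compounds plus 3 SD, cut at about 30% in these data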;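 also: 0% = DMSO wells with GLD-1 and probe and 100% = wells lacking GLD-1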
Target sequence (Q17339 whole entry, looked up): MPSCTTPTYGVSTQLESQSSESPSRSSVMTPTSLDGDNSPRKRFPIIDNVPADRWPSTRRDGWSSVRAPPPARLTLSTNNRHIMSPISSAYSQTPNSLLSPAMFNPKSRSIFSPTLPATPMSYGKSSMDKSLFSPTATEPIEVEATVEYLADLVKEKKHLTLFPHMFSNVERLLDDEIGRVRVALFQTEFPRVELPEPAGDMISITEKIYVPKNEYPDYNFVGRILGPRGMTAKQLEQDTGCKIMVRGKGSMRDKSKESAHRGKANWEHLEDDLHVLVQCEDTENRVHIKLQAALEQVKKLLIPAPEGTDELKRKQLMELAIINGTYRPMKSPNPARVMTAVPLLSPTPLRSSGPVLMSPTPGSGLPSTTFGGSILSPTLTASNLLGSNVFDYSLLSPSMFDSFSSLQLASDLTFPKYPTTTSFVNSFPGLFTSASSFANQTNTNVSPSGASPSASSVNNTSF
MEX-5 binding – C. elegans MEX-5 TCR-2 RNA binding activity. MEX-5/FITC-TCR2 RNA binding, fluorescence polarization; stronger effect = lower value. AID 1832. Q9XUB2. activity score (negative = inhibition of binding), % at 10 µM. hit rate 0.38% among 300,000;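 active = inhibition past about -25% in most replicates, and total fluorescence under double the plate's negative control median, limit read from the data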;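 also: 0% = DMSO and -100% = 5 µM competing unlabeled TCR2 RNA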
Yeast superoxide – caloric restriction mimetics inhibiting age-related superoxide in yeast; S. cerevisiae aged cells, superoxide DHE fluorescence; stronger effect = lower value; superoxide response (% of plate mean), % at 10 µM; hit rate 0.18% among 330,000;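 active = superoxide response under a set limit, about three screen SD below normal, cut at about 65% in these data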;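 also: yeast aged for seven days with compound at 30 °C before DHE staining; 100% = average MFI of all compound-treated wells on the plate with controls excluded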
CIT2 TOR yeast – modulators of TOR pathway CIT2-GFP in S. cerevisiae; S. cerevisiae CIT2-GFP strain, flow cytometry, 3 h; 100 means same as DMSO wells; GFP response vs DMSO, % at 10 µM; hit rate 0.065% among 320,000; AID 2029;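 active = GFP response relative to DMSO above a set limit, near the screen mean plus 3 SD, cut at about 150% in these data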;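 also: ratio of well median GFP fluorescence to mean of DMSO wells on the plate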
MCL1-BIM inh – MCL1-BIM-BH3 interaction inhibition (human). GST-MCL1 / FITC-Bim-BH3 fluorescence polarization. hit rate 0.68% among 320,000. inhibition, % at 10.9 µM;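 active = inhibition above the mean inhibition of all tested compounds plus 3 SD, set per campaign, cut at about 40% in these data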;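 also: 0% = DMSO wells and 100% = unlabeled Bim-BH3 peptide control; higher means more loss of mP so more displacement of Bim peptide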
Target sequence (Q07820 whole entry, looked up): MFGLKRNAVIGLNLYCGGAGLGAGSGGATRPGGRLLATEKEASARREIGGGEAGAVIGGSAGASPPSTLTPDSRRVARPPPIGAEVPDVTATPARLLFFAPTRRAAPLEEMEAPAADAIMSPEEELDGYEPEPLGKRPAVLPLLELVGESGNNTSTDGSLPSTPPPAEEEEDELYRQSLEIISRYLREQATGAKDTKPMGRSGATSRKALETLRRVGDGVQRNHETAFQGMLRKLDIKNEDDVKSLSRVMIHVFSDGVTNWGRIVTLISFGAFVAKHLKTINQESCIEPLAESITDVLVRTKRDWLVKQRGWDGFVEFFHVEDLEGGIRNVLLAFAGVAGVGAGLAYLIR
Bcl-xL primary – inhibitors of human Bcl-xL. hit rate 0.7% among 320,000. inhibition, % at 10.9 µM. GST-Bcl-xL / FITC-Bim BH3 peptide fluorescence polarization. AID 2129;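 active = inhibition above the mean of all tested compounds plus 3 SD, cutoff set per campaign, cut at about 30% in these data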;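 also: 0% = DMSO wells and 100% = unlabeled Bim-BH3 peptide competitor; inhibitors lower millipolarization by displacing the labeled peptide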
Target sequence (Q07817 whole entry, looked up): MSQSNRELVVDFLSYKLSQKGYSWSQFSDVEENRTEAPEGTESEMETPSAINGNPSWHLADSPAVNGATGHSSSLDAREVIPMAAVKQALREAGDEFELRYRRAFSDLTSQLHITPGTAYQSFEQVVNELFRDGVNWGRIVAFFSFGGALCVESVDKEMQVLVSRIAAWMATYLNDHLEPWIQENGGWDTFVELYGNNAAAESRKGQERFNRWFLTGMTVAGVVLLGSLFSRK
An asterisk follows results filed as active; . = no result given.

SMILES	VLA-4 inh	GRK2 aptamer HTS	AGP1 TOR yeast	GLD-1 TGE inh	MEX-5 binding	Yeast superoxide	CIT2 TOR yeast	MCL1-BIM inh	Bcl-xL primary
O=C(NCc1ccccc1Cl)c1ccc(CS(=O)Cc2ccc(Cl)cc2)o1 (centres undefined)	9.5	3.0	107.4	-5.8	-0.3	106.8	103.0	1.1	-1.5
O=C(c1cccc(F)c1)N1CCCC(C(=O)N2CCCCCC2)C1 (centres undefined)	-4.7	0.0	96.2	0.7	-3.8	87.5	100.4	-3.1	0.1
COc1ccc([C@@H]2[C@@H]3C(=O)N(C(C)(C)C)C(=O)[C@@H]3[C@]3(Cc4ccc(Cl)cc4)C(=O)N(c4cccc(F)c4)C(=O)N23)cc1	10.6	0.0	103.5	12.4	.	89.3	103.3	-7.1	1.5
N#Cc1cn(CCCOc2ccccc2)c2ccccc12	-9.9	0.0	82.5	11.5	0.0	102.5	92.7	7.5	5.9
CCOC(=O)c1c(NC(C)=O)sc(C(=O)NC2CCCC2)c1C	2.7	0.0	99.2	0.5	-1.2	94.4	106.2	4.1	5.9
Cc1nc(-c2ccc(C(=O)Nc3cccc(Br)c3)cc2)cs1	2.6	4.0	97.2	2.9	-6.6	103.3	102.8	4.8	4.5
Cc1ccc2nc3c(c(C(=O)OC4CCOC4=O)c2c1)CCCC3 (centres undefined)	-1.3	2.0	105.7	4.7	1.4	94.4	103.1	-7.7	-2.9
COc1ccc(OC)c(C(=O)c2coc3ccc(O)c(CN(C)C)c23)c1	17.9	0.0	99.6	3.5	-0.3	114.5	98.5	3.9	7.0
CC1CCCC(C)N1C(=O)COc1ccccc1F (centres undefined)	11.1	1.0	103.9	-1.7	-0.4	95.9	98.6	2.5	3.3
O=[N+]([O-])c1cccnc1Sc1ccc(Cl)cc1	-1.3	0.0	97.0	3.0	-1.1	113.5	97.2	-3.7	0.5
Cc1nnsc1C(=O)Nc1ccc(Cl)cc1Cl	3.0	16.0	100.0	2.7	0.5	95.6	.	-1.5	-1.2
CCCC(c1nnnn1C(C)(C)C)N1CCN(Cc2ccccc2)CC1 (centres undefined)	13.0	1.0	101.4	2.5	1.5	100.7	81.9	1.7	2.9
Fc1ccccc1NC(=S)NC1CCCC1	-3.0	1.0	99.7	-2.8	1.5	100.1	106.2	6.3	4.4
COc1cc(NC(=O)Cn2c(=O)n(-c3cccc(C)c3)c(=O)c3c(C)c(C)sc32)cc(OC)c1	5.4	4.0	92.1	4.4	-0.1	79.6	90.0	-6.7	1.3
O=C(O)COc1ccccc1/C=C1\SC(=S)N(/N=C/c2ccccc2O)C1=O	0.0	1.0	102.7	-8.3	-7.1	101.6	106.8	33.5	16.7
O=C(CSc1nnnn1-c1ccc(O)cc1)c1cc2ccccc2o1	1.6	1.0	101.4	-9.2	0.0	97.4	88.3	-21.6	-15.9
CC(C)NC(=O)NC(=O)COC(=O)CCOc1ccccc1	3.4	0.0	104.6	-5.9	-1.2	92.0	103.0	0.3	2.7
CCCCN(C(=O)CCC(=O)Nc1cc(C)on1)C(C(=O)NC1CCCC1)c1ccc(OCC)cc1 (centres undefined)	-1.0	2.0	100.5	4.5	3.1	104.8	98.4	1.5	9.6
O=P(Cc1cc(Br)cc(Br)c1OCCO)(c1ccccc1)c1ccccc1	14.3	0.0	114.7	3.9	-3.4	83.8	100.6	-0.3	2.7
CC(C)CC1CCCCC1OC(=O)C[N+]1(C)CCCCC1 (centres undefined)	8.8	0.0	89.2	6.8	-4.1	92.7	93.3	-18.6	-7.0
C/C(=N/NC(=O)c1ccc(C)nc1)c1ccc2c(c1)CCCC2	11.6	3.0	97.7	5.2	-2.2	92.3	102.9	-4.7	0.0
Cc1ccc(C2=CSC3=NCCN23)c(C)c1	8.3	0.0	114.5	-3.2	-0.8	92.8	116.7	0.7	2.1
CCCn1c(NCc2c[nH]c3ccccc23)nc2ccccc21	19.1	0.0	104.5	1.7	-0.9	110.4	91.3	-7.4	4.8
Cc1nonc1OCCNCCNc1ccccc1[N+](=O)[O-]	8.4	0.0	96.7	3.2	0.2	93.8	107.1	-13.6	3.4
CCC(OC(=O)c1nsc(Cl)c1Cl)C(=O)NCc1ccco1 (centres undefined)	29.8	2.0	103.5	2.5	-1.9	99.5	92.4	-4.9	-1.2
CCC(=O)NC(O)C(=O)c1ccc(C)cc1 (centres undefined)	3.0	1.0	108.8	1.7	4.0	103.6	101.3	-1.9	1.4
Cc1ccc(C(=O)NC(C)c2ccncc2)o1 (centres undefined)	1.8	2.0	102.2	15.6	-0.7	94.4	99.9	9.3	8.2
CCOC(=O)[C@H]1[C@H]2COc3ccc(C)cc3[C@@H]2N2C(=O)c3ccccc3NC(=O)[C@@]12C	23.9	0.0	91.2	2.7	.	104.7	114.9	9.5	-5.9
COc1ccc(CCN2CC(C(=O)NCc3nc4ccccc4n3C)CCC2=O)cc1 (centres undefined)	-1.0	2.0	94.3	-2.2	1.4	96.8	95.6	8.6	-1.0
O=C(CNC(=O)c1ccccc1)OCc1nnc(-c2ccc(Cl)cc2)o1	5.2	3.0	90.9	-2.5	0.3	103.8	94.1	3.0	-0.6
O=C1CC(c2ccccc2)CC(O)=C1C=NCC1CCCO1 (centres undefined)	1.0	0.0	101.7	11.3	-0.8	88.0	102.7	-1.8	0.1
O=C(O)c1cccc(S(=O)(=O)NCC2CCCO2)c1 (centres undefined)	7.1	1.0	100.0	3.7	-0.1	95.9	.	6.5	5.5
COc1ccc(C(=O)COC(=O)c2c(C)noc2C)cc1Cl	-12.9	1.0	98.7	2.7	.	95.2	98.9	.	.
CSc1ccc(CNCc2ccco2)cc1	7.9	0.0	82.1	3.0	-0.2	94.9	93.8	2.4	2.2
O=C(CCN1CCOCC1)N/N=C/c1cc(Br)cc(Br)c1O	7.0	2.0	106.6	0.8	1.0	85.0	94.2	20.1	8.1
COC(=O)c1ccc(S(=O)(=O)c2ccc([N+](=O)[O-])cc2)cc1	9.3	1.0	101.3	4.3	0.1	84.3	89.1	-2.2	1.8
O=C(O)c1cc2ncc(CCO)cn2n1	11.4	5.0	92.3	2.6	6.8	94.7	94.6	-8.9	-4.7
Cc1ccc(C(=O)NC2CCN(CC(=O)Nc3c(C)cc(C)cc3C)CC2)cc1	-1.9	.	99.0	3.1	-0.9	97.3	107.4	-2.8	-1.8
O=C(CN1CCN(S(=O)(=O)c2ccc(Cl)cc2)CC1)NC(=O)NC1CCCCC1	0.0	0.0	110.3	4.5	0.4	92.2	102.3	-0.9	-0.3
Cc1cc(=O)oc2c(C)c(OCC(=O)NC3CCN(Cc4ccccc4)CC3)ccc12	3.3	0.0	102.7	-5.9	1.5	103.4	110.6	-1.2	0.3
CC(C)CC(=O)Nc1ccc(C(=O)COC(=O)Cc2n[nH]c(=O)c3ccccc23)cc1	-6.4	0.0	101.8	2.0	.	99.0	97.9	6.3	-0.5
O=C(COC(=O)C1CC1)Nc1ccc(Cl)cc1Cl	-9.4	0.0	93.2	3.1	.	96.6	92.9	9.7	3.8
O=C(COc1ccccc1F)Nc1ccc2c(c1)OCCO2	4.6	1.0	87.8	5.0	-2.3	89.1	83.1	-3.8	1.5
COc1ccccc1Oc1nnnn1-c1ccc(C(N)=O)cc1	.	0.0	108.8	-1.9	-0.9	104.6	105.8	1.9	2.8
Cc1cc(C)nc(NC(=O)COc2cc(Cl)cc(Cl)c2)n1	-20.0	0.0	104.2	-4.8	2.3	101.9	102.2	-7.6	1.7
CCOC(=O)c1c(NC(=O)COC(=O)c2nc(Cl)ccc2Cl)sc(C(=O)NC)c1C	-6.8	0.0	91.7	2.1	-4.1	83.8	90.1	1.5	5.8
COc1ccc(OC)c(NC(=O)COC(=O)CCc2ccc(S(=O)(=O)N3CCOCC3)cc2)c1	1.3	3.0	103.7	-1.0	.	103.4	109.0	.	.
O=C(c1cccc(Oc2ccccc2)c1)N1CCOCC1	-11.6	1.0	102.5	2.1	-2.2	114.3	107.6	2.6	3.2
O=C(Nc1ccccc1)C1CC=CCC1C(=O)OCC1CCCO1 (centres undefined)	2.0	4.0	97.8	6.7	-2.1	112.5	88.0	2.8	4.1
COc1ccc(CC(C)N2CCN(Cc3ccccc3)CC2)c(OC)c1 (centres undefined)	-3.4	2.0	111.9	5.6	-2.0	98.2	.	2.7	5.2
COc1ccc(/C=N\NC(=O)c2cccc(Br)c2)c(OC)c1	14.8	0.0	101.8	-1.2	-0.8	101.6	93.3	-7.1	1.4
CCCOc1ccc(/C=N/NC(=O)C2CC2)c(OCCC)c1	5.4	1.0	95.4	4.1	-0.9	88.4	96.9	-7.7	3.5
O=C(N/N=C/c1cccc(Oc2ccccc2)c1)c1cc[n+]([O-])cc1	-4.6	1.0	100.0	-3.3	1.6	109.7	105.3	9.8	2.1
CN(Cc1c(F)cccc1Cl)S(=O)(=O)c1cccs1	4.5	0.0	90.5	0.6	3.0	87.8	86.1	-3.3	-5.6
COc1ccc(-c2csc(NC(=S)NC(=O)c3ccco3)n2)cc1	-9.6	0.0	99.0	-1.3	0.9	117.6	103.5	17.7	4.2
CCOC(=O)Cc1nnc(NC(=O)CCc2ccccc2)s1	1.0	0.0	98.5	1.5	-0.1	136.4	94.9	-0.7	-3.4
CCc1cc(=O)oc2cc(OCC(=O)N3CC[C@@]4(O)CCCC[C@H]4C3)ccc12	26.0	0.0	93.1	8.4	1.7	97.8	90.5	-1.9	-1.1
O=C(N/N=C/C=C/c1ccccc1[N+](=O)[O-])c1cc(-c2ccccc2)n[nH]1	-18.0	0.0	96.4	-7.6	0.1	111.8	105.3	4.5	0.6
CN(Cc1ccccc1)C(=O)c1nc2ccccn2c1CN1CCc2sccc2C1	8.9	0.0	96.0	-10.9	-9.2	110.1	97.8	-4.8	1.9
O=C(C1=C[C@@H](c2coc3ccccc3c2=O)C[C@@H](OCc2ccc(CO)cc2)O1)N1CCOCC1	.	.	.	-5.5	1.0	.	.	4.9	2.5
(continued)
SMILES	VLA-4 inh	GRK2 aptamer HTS	AGP1 TOR yeast	GLD-1 TGE inh	MEX-5 binding	Yeast superoxide	CIT2 TOR yeast	MCL1-BIM inh	Bcl-xL primary
Cc1ccc(S(=O)(=O)N2CCN(C(=O)C3CCCO3)CC2)cc1C (centres undefined)	1.2	0.0	110.4	3.6	1.7	102.6	106.1	0.5	4.1
COc1ccc(-c2ccnc3nc(Sc4ncc(C(F)(F)F)cc4Cl)nn23)cc1	-274.5	0.0	97.5	0.7	0.1	108.8	89.1	-2.4	0.2
CC(=O)Nc1sc(C)c(C)c1C(=O)OCC(=O)Nc1ccccc1	15.6	0.0	96.1	-7.2	.	99.4	94.4	4.7	6.6
CC(=O)Nc1ccc(S(=O)(=O)N2CCN(c3nc4ccccc4n3CC(C)C)CC2)cc1	2.3	0.0	121.6	.	1.1	92.0	99.7	.	.
CCn1nnnc1NCc1ccc(OCc2c(F)cccc2Cl)c(OC)c1	2.7	0.0	102.9	-1.7	1.0	107.9	75.8	1.4	-2.0

Three compounds drawn at random from the list so far, as already listed:
SMILES	VLA-4 inh	GRK2 aptamer HTS	AGP1 TOR yeast	GLD-1 TGE inh	MEX-5 binding	Yeast superoxide	CIT2 TOR yeast	MCL1-BIM inh	Bcl-xL primary
Cc1ccc(S(=O)(=O)N2CCN(C(=O)C3CCCO3)CC2)cc1C (centres undefined)	1.2	0.0	110.4	3.6	1.7	102.6	106.1	0.5	4.1
CCn1nnnc1NCc1ccc(OCc2c(F)cccc2Cl)c(OC)c1	2.7	0.0	102.9	-1.7	1.0	107.9	75.8	1.4	-2.0
CC(=O)Nc1sc(C)c(C)c1C(=O)OCC(=O)Nc1ccccc1	15.6	0.0	96.1	-7.2	.	99.4	94.4	4.7	6.6
